# mcGAS inh = mouse cGAS inhibition by luminescence; Q8C6L5; recombinant cGAS, Kinase-Glo ATP depletion luminescence; inhibition, % at 12.5 µM; actives 0.15% (n = 160,000); AID 1259399;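 further: 0% = negative control wells and 100% = reference inhibitor with no enzyme activity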
# NPYLR7 ag = mosquito NPYLR7 agonism; HEK293T NPYLR7/Galpha15, GCaMP6s calcium fluorescence; activation, % at 10 µM; actives 0.15% (n = 270,000); AID 1259423; in the data active means activation above about 40%;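 further: 0% = vehicle and 100% = reference agonist at the receptor; some compounds past the cut are filed as inactive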
# hcGAS lum = inhibitors of human cGAS | recombinant h-cGAS, ATP depletion, Kinase-Glo luminescence | inhibition, % at 12.5 µM | Q8N884 | AID 1259398 | actives 0.081% (n = 290,000);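 further: 0% = vehicle reaction and 100% = reaction without DNA for no activity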
# Target sequence (Q8N884 whole entry, looked up): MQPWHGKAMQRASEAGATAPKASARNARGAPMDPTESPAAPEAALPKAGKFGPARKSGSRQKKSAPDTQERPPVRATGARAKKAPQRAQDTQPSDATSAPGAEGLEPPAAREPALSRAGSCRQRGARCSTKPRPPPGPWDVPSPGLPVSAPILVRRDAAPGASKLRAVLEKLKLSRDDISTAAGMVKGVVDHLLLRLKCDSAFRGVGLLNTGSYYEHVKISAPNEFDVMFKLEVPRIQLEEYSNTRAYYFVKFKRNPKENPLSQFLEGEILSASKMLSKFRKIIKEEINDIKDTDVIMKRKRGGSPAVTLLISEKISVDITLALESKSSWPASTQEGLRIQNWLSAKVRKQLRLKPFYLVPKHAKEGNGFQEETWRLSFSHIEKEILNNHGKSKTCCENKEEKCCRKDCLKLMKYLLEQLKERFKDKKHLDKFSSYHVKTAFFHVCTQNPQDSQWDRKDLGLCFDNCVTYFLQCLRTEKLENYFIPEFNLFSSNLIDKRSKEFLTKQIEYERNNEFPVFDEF
# Numbers without * were called inactive; . = not tested or not shown; & = joins results of further samples. Unless noted, no stated cut-off is given here; in the data, active means inhibition above about 40%; inactive means the rest.
SMILES,mcGAS inh,NPYLR7 ag,hcGAS lum
CCc1nn(C)c(CC)c1S(=O)(=O)Nc1ccc(-n2cncn2)c(F)c1,.,4,-5
Cc1ccc(OCc2nc(CCc3ccccc3)n[nH]2)cc1,-15,8,-3
N=c1oc2ccccc2cc1C(=O)NCc1ccccc1,-8,3,1
CCN1CCN(c2c(CN(CCOC)C(=O)COCc3ccccc3)c(C)nn2-c2ccccc2)CC1,-5,1,-3
O=S(=O)(Nc1ccc(Br)cc1F)c1cnc[nH]1,.,7,-3
COc1ccc(C2=NN3C(C2)c2ccccc2OC32CCCC2)cc1 (stereo unspecified),.,24,-6
COCC(=O)N1CCC(n2cnc3ccccc32)CC1,-6,13,-6
COc1ccc(CNC(=O)CCN2C(=O)COc3ccccc32)cc1OC,-4,1,-2
O=C(Cc1ccc2c(c1)CCO2)NCc1ccccn1,.,-3,4
CCc1nccn1CC(=O)Nc1cccc(C(=O)Nc2c(C)cccc2C)c1,-10,0,-6
CCCn1c(=O)c2c(nc3n2CC(C)=NN3CC(N)=O)n(C)c1=O,-8,11,-1
Cc1cccc(C(=O)N2CCN(c3ccc(Cl)cc3)C(=O)C2C)c1 (stereo unspecified),-4,-1,1
Clc1ccc(-c2nc(CSc3nnc(Cn4cncn4)o3)cs2)cc1,-4,0,-4
CCCCC(CC)C(=O)NCc1nnc(SCc2cccc(C)c2)n1-c1cc(Cl)ccc1Cl (stereo unspecified),-4,15,-1
CC1(C)CC(NS(=O)(=O)NCc2ccccc2)CC(C)(C)N1,.,-1,-8
O=C(c1ccccc1)N1CCC(N2C[C@H](Oc3ccccn3)[C@H]3C[C@@H]2CC[C@H]3O)CC1,-8,25,-2
Cc1ccc2nc(COC(=O)c3sc(NC(=O)C(C)(C)C)cc3C)cc(=O)n2c1,.,-1,-2
COCCN(CC(=O)N1CC(=O)N(c2ccc(Cl)cc2)C1)C(=O)N(C)C,-4,-4,-6
CCOCCn1c(N2CCCCCC2)nc2c1c(=O)[nH]c(=O)n2C,-6,.,-7
O=c1oc(-c2cccs2)nn1CN1CCN(Cc2cccs2)CC1,.,9,-1
COc1ccc(CCN(Cc2ccc(C)o2)C(=O)CN(CCN2CCOCC2)C(=O)NC(C)(C)C)cc1OC,-4,0,-5
Cc1ccc(C)c(Oc2ccc(CNC(=O)N3CCC(C#N)CC3)cn2)c1,.,-3&-5,-3&-16
Cc1ccc(C)c(S(=O)(=O)c2cnc(SCC(=O)Nc3ccccc3C(F)(F)F)[nH]c2=O)c1,-5,-7,-5
Cc1cc(NC(=O)CSc2ncc(C)c(=O)[nH]2)no1,-3,-1,-12
O=C(Cn1ncc(Cl)c(Cl)c1=O)NC(=O)NC1CCCC1,0,-4,-1

# Three compounds out of the list, ordered by count of non-hydrogen atoms, smallest number first:
SMILES,mcGAS inh,NPYLR7 ag,hcGAS lum
COCC(=O)N1CCC(n2cnc3ccccc32)CC1,-6,13,-6
Cc1ccc(OCc2nc(CCc3ccccc3)n[nH]2)cc1,-15,8,-3
CCc1nccn1CC(=O)Nc1cccc(C(=O)Nc2c(C)cccc2C)c1,-10,0,-6

# (next part)
SMILES,mcGAS inh,NPYLR7 ag,hcGAS lum
C=CCn1c(SCCN2CCCC2)nc2c([nH]c3ccccc32)c1=O,-8,0,5
Cc1nc(C(C)NC(=O)c2cc(CN(C)Cc3ccccc3)on2)n[nH]1 (stereo unspecified),.,1,-5
O=C(Cc1c[nH]c2ccccc12)NN1C(=O)C2=C(CCC2)C1=O,-6,0,-5
CCn1c(SCC(=O)Nc2cc(C)ccc2C)nc2c(c1=O)SC(C)C2 (stereo unspecified),.,-2,-11
COc1cccc(CN2CCCC(NC(=O)COc3ccc(C(C)=O)cc3)C2)c1 (stereo unspecified),-6,4,0
CN(C)c1cccc(-c2cc(-c3ccc(C(=O)c4ccccc4)cc3)cnc2N)c1,-1,-4,-4
NC(=O)c1ccc(NC(=O)CCCn2nc(-c3ccc(F)cc3)ccc2=O)cc1,-6,3,-9
C=CCN(C(=O)C(=O)N1CCCCC1C)C(C)C (stereo unspecified),.,-3,-13
CN(Cc1ccccc1)C(=O)c1ccc2sc([C@H]3C[C@H](O)[C@@H](CO)O3)nc2c1,-8,3,-8
O=C(O)CCCC(=O)N1CCCC1,.,0,-5
COC(=O)c1ccc(N2C(=O)CSC2c2ccc(F)c(F)c2)cc1 (stereo unspecified),-1,0,-3
CNC(=O)c1nnc2n1CCN(C(=O)c1ccccc1)C2,.,11,-5
CCN1CCN(c2c(CN(CCOC)C(=O)c3cccs3)c(C)nn2-c2cccc(F)c2)CC1,-1,0,3
CCOC(=O)C1=C(C)NC2=C(C(=O)C(C(=O)OC)C(C)C2)C1c1ccc(C)o1 (stereo unspecified),.,0,-2
CCCCCCc1ccc(C(=O)N(CCOC)CC(=O)Nc2cc(C(C)(C)C)nn2-c2ccc(OC)cc2)cc1,2,4,-1
Cc1ccc(-n2c(=O)[nH]c3c(C(=O)NCc4ccccc4)cn(C)c3c2=O)cc1,.,-1,-4
O=C1NC2(CCN(C(=O)CSc3ccccc3)CC2)Nc2cccc(Cl)c21,-5,3,-6
CCCCN(C)C(=O)c1sc2nc(-c3cccc([N+](=O)[O-])c3)cn2c1C,-6,7,0
Cc1cc(C(=O)NCC2CCN(c3cnn(C)c(=O)c3)C2)ccc1O (stereo unspecified),.,-2,-1
CC1=C(C(=O)Nc2ccccc2)C(c2ccc3c(c2)OCO3)NC(=S)N1 (stereo unspecified),-5,4,-10
Cc1n[nH]c(C)c1S(=O)(=O)Nc1ccc(Cl)cc1,.,-1,-20
O=C1CCCc2cc(NC(=O)c3csc(-c4ccccc4F)n3)ccc2N1,-11,2,-4
CN(CCC#N)C(=O)CN1CCN(S(=O)(=O)c2ccc3c(c2)CCCC3)CC1,.,-6,-10
O=C(COCc1ccccc1)N1CCC(c2nc(-c3ccc(C(F)(F)F)cc3)no2)CC1,-6,2,-4
CCCCn1c(N)c(N(C)C(=O)c2ccc(Br)o2)c(=O)[nH]c1=O,.,0,-6

# Grouped by structure: the compounds so far containing a Cl atom.
SMILES,mcGAS inh,NPYLR7 ag,hcGAS lum
Cc1cccc(C(=O)N2CCN(c3ccc(Cl)cc3)C(=O)C2C)c1 (stereo unspecified),-4,-1,1
Clc1ccc(-c2nc(CSc3nnc(Cn4cncn4)o3)cs2)cc1,-4,0,-4
CCCCC(CC)C(=O)NCc1nnc(SCc2cccc(C)c2)n1-c1cc(Cl)ccc1Cl (stereo unspecified),-4,15,-1
COCCN(CC(=O)N1CC(=O)N(c2ccc(Cl)cc2)C1)C(=O)N(C)C,-4,-4,-6
O=C(Cn1ncc(Cl)c(Cl)c1=O)NC(=O)NC1CCCC1,0,-4,-1
O=C1NC2(CCN(C(=O)CSc3ccccc3)CC2)Nc2cccc(Cl)c21,-5,3,-6
Cc1n[nH]c(C)c1S(=O)(=O)Nc1ccc(Cl)cc1,.,-1,-20

# Next section:
SMILES,mcGAS inh,NPYLR7 ag,hcGAS lum
Cc1ccc([N+](=O)[O-])cc1NC(=O)CC(C)C,.,-2,-6
COc1ccc(/C=C2\N=C(c3ccccc3)OC2=O)cc1OC,-6,-4,-2
CC(=O)Nc1ccc(CN2CCC2(C)C(=O)Nc2ccc(C)c(O)c2)cc1 (stereo unspecified),.,5,-7
Cc1cc2c(cc1C)C(=O)NC(C)(C)C2,0,-1,3
COC(=O)c1ccc(COC(CN2CCN(C(=O)Nc3ccccc3C)CC2)c2cccc(OC)c2)cc1 (stereo unspecified),-6,-4,-3
Cc1ccc(CN2CC(O)CN(C(=O)C3CCCCC3)CC2=O)cc1 (stereo unspecified),-8,7,-5
Cc1ccccc1S(=O)(=O)NC(=O)C1(C)CCN1C(=O)CCc1cccs1 (stereo unspecified),-4,-5,-7
N#CC1C(=N)C(C#N)(C#N)[C@@H](c2cccc(Cl)c2)[C@@H]2CSCC=C12 (stereo partly specified),-2,15,-6
O=C(COc1ccccc1)Nc1cccc(C2SCC(=O)N2c2ccc3c(c2)OCO3)c1 (stereo unspecified),-5,-4,-4
c1ccc(-c2cc(N3CCC(c4ccccc4)CC3)n3ncnc3n2)cc1,-6,1,-8
FC(F)(F)c1ccc(Sc2ncccn2)nc1,.,3,-4
Cc1nc(-n2ccc3nc4ccn(Cc5ccco5)c(=O)c4cc3c2=O)n[nH]1,.,27,-9
CCOC(=O)N1CCC(C(=O)N2CCN(S(=O)(=O)c3c(C)cc(C)cc3C)CC2)CC1,-1,0,3
Cc1ccc(CN(CCCO)C(=O)c2cccn2C)s1,.,4,-2
Cc1cc(C)n2ncc(CN(C)Cc3nnc(-c4ccccc4)o3)c2n1,.,-3,0
CCc1cc(Cl)c(OC)c(C(=O)NC[C@@H]2CCCN2CC)c1O,-5,-2,-5
Cc1[nH]n(CCc2nc(-c3ccccc3)cs2)c(=O)c1C1=NCCCCC1,.,0,-6
Nc1nc2c(s1)CCc1ccccc1-2,-2,-5,0
Cc1nc(SC(C(=O)N2CCOCC2)c2ccccc2)c(C#N)c(C)c1C (stereo unspecified),.,15,-15
CCOc1ccc2nc(N3CCCC(C(=O)N(C)Cc4ccc5nccnc5c4)C3)nc(C)c2c1 (stereo unspecified),-27,5,-7
CCCc1nnc(N2CCN3CCN(C)C(=O)C3C2)o1 (stereo unspecified),0,.,2
Cc1ccn2c(=O)c(C(=O)NC3CCCC3)c(O)nc2c1,-5,-1,-1
COc1ccccc1NC(=O)N1CCN(CC(OCc2c(F)cccc2F)c2ccc(Cl)cc2)CC1 (stereo unspecified),-7,.,-6
Fc1nc(F)c(F)c(C#Cc2ccccc2)c1F,-2,-14,0
Cc1cccc(OCCn2c(CCCO)nc3ccccc32)c1,-5,-1,-6

# Later entries
SMILES,mcGAS inh,NPYLR7 ag,hcGAS lum
COc1ccc(C(C)=O)cc1CN1C(=O)C(C)ON=C1c1ccccc1F (stereo unspecified),.,11,0
Nc1nnc(SCCc2ccccc2)s1,.,6,-6
COc1ccc(OC)c2sc(N(CCCN(C)C)C(=O)CCS(=O)(=O)c3ccccc3)nc12,-6,3,-2
O=C(Nc1ccc(-c2cccc3c2CCNC3)cn1)C1CC1,.,-4,-2
CC(C)(C)OC(=O)N1CCN(C(=O)C2CCN(c3nc4ccccc4[nH]c3=O)CC2)CC1,.,-1,0
Cc1ccc(C(CNC(=O)C2CCCC2)N2CCN(C)CC2)cc1 (stereo unspecified),-6,-1,-2
CCOc1ccc(N2C(=O)CSC2c2ccncc2)cc1 (stereo unspecified),.,-1,-7
Cc1noc(C)c1S(=O)(=O)NCCCN1CCCC(C)C1 (stereo unspecified),.,6,-7
FC1(F)C[C@@H](COc2cccnc2)N(C2CCN(C3CCCCC3)CC2)C1,-6,.,-14
Cc1cn(Cc2ccccc2Br)c(=O)[nH]c1=O,.,11,-5
CN(C)c1ccc2nc3c(=O)n(C)c(=O)n(C)c3nc2c1,.,0,0
CC1CCc2ccccc2N1C(=O)CN1C(=O)NC2(CCCC2)C1=O (stereo unspecified),-4,-3,-3
O=C(NCc1ccc(-c2ccccc2)cc1)c1cc2n(n1)CCN(Cc1ccc(Cl)cc1)C2=O,-6,17,-6
CCc1ccc(S(=O)(=O)c2cnc(SCC(=O)Nc3cc(OC)cc(OC)c3)[nH]c2=O)cc1,-9,-2,-5
Clc1ccc2nc(NN=Cc3ccccn3)nc(-c3ccccc3)c2c1,.,-4,2
CCOc1ccc(CN2CCNC(=O)C2CC(=O)N2CC=C(c3ccc(F)cc3)CC2)cc1 (stereo unspecified),.,5,-5
Nc1cc(C(F)(F)F)ccc1Sc1ccccc1C(=O)O,.,-4,-7
CCOC(=O)c1c(C)n(-c2cccc(Br)c2)c2c1cc(O)c1ccccc12,-6,3,-10
Cn1cc(CN2CCCC(CCC(=O)N3CCOCC3)C2)cn1 (stereo unspecified),.,23,-11
CC(C)CCn1ccc2nc3ccn(-c4ccccn4)c(=O)c3cc2c1=O,.,3,0
COc1ccc(CCN(C)c2nc(SCc3ccc(C(=O)N4CCOCC4)cc3)nc(C)c2C)cc1OC,-3,-7,0
Clc1ccc(Cl)c(-c2nn3c(Cn4cnc5ccccc54)nnc3s2)c1,-4,-1,-9
COc1cccc(C(=O)N2CCc3cc(OC)c(OC)cc3C2c2c(F)cccc2Cl)c1 (stereo unspecified),-8,17,-7
Cc1ccc2nc(NC(=O)/C=C/c3cccc(I)c3)sc2c1,-6,-7,-6
CCOC(=O)C1C(=O)OC2(CCOC(C)(C)C2)C1C#N (stereo unspecified),-7,1,-5

# Further structures.
SMILES,mcGAS inh,NPYLR7 ag,hcGAS lum
CCONC(=O)c1ccc(CSc2nc(Cl)cc(N3CCN(C/C=C/c4ccccc4)CC3)n2)cc1,-6,.,-9
O=C(CCN1C(=O)COc2ccccc21)NCC1COc2ccccc2O1 (stereo unspecified),-7,6,-2
Cc1nc2ccc(C(=O)Nc3cccc(OCC(=O)N(C)C)c3)cn2c1N(C)CC1CCCCC1,-4,-2,1
Cn1c(=O)[nH]c(=O)c2c1nc(N1CCCCCC1)n2CCCc1ccccc1,-4,.,-4
Cc1ncsc1CN1CCCCCCNC(=O)[C@@H]2CCC[C@@H]21,-5,.,-19
Nc1nonc1-n1nncc1-c1ccccc1,-4,-2,2
O=C(c1ccco1)N1CCN(Cc2nc(C3CC3)cs2)CC1,-10,-5,-4
Cc1ncsc1CCC(=O)N1CCCC(CNS(=O)(=O)c2cccs2)C1 (stereo unspecified),.,9,-6
O=C1CN(CCc2ccc(F)cc2)C2CS(=O)(=O)CC2N1c1ccc(Cl)cc1 (stereo unspecified),.,8,-2
NC(=O)CSc1nnc2scc(-c3ccc(Cl)cc3)n12,-9,11,-6
COc1ccc(CN2CCNC(=O)C2CC(=O)N2CCCN(C(C)=O)CC2)cc1OC (stereo unspecified),.,4&0,-10&-4
